# Assay outcomes (PubChem)
# HEK293 cAMP cs – raises cAMP in parental HEK293 cells, TSHR agonist counter-screen; parental HEK293 CNG cAMP sensor, membrane potential fluorescence; Potency, µM (top dose mostly 57.1 µM), for inactives: at the highest dose activation, hits mostly activators; hit rate 2.5% among 73,000; note: potency is the fitted concentration of half-maximal effect; % of control where 0% means no effect; nearly all actives have a fitted effect of over 55% in size
#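 Parental HEK 293 cells stably expressing a modified CNG channel (no TSHR) report cAMP rise as membrane depolarization. Membrane potential dye with 100 uM RO 20-1724 was loaded for 60 min at room temperature, then compound added for 30 min; fluorescence read at 590 nm.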
# FLuc inh – inhibitors of firefly luciferase; purified firefly luciferase, luminescence, 8 min; hit rate 2.2% among 72,000; Potency, µM (top dose mostly 57.1 µM), for the others: at the highest dose activity change, negative = inhibition, actives largely listed as inhibitors; note: potency is the fitted concentration of half-maximal effect; % is set by controls: 0 for no effect and ±100 for the full control effect; nearly all actives have a fitted effect of over 40% in size
#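 Compounds were tested as concentration series (qHTS) against purified P. pyralis luciferase with luciferin and 10 uM ATP in 50 mM imidazole pH 7.2, 50 mM KCl, 7 mM MgCl2, 0.01% Tween 20, 0.05% BSA. Luminescence was read after 8 min at ambient temperature.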
# Casp1 inh – blocks human caspase-1 allosterically or competitively; P29466; Caspase-1 enzyme, Ac-WEHD-AFC fluorogenic rate; Potency, µM (highest dose often 57.5 µM), for the others: at the highest dose activity change, negative = inhibition, most hits filed as inhibitors; hit rate 0.03% among 75,000; AID 900;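 note: potency is the fitted concentration of half-maximal effect; plate controls were vehicle for no effect and no substrate for full effect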
# Caspase-7 inhib – caspase-7 (human) inhibition, allosteric or competitive. hit rate 0.02% among 75,000. recombinant caspase-7, Ac-DEVD-AFC fluorescence rate. AID 889. P55210. Potency, µM (doses to about 57.5 µM), inactives show at the top dose activity change, negative = inhibition, most hits filed as inhibitors; active = well fitted inhibition curve with a large enough effect in the main read-out, with a control signal flat, not every such curve was filed as active; inconclusive = small, poorly fitted or top-dose-only effect, or a change in a side signal; note: potency is the fitted concentration of half-maximal effect; % of control where 0% means no effect
# Target sequence (P55210 24-198 limits assumed): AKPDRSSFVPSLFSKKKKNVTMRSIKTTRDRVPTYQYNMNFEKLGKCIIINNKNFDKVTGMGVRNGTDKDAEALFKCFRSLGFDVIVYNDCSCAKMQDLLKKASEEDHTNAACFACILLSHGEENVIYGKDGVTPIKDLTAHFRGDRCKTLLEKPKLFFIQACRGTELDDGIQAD
# Target sequence (P55210 207-303 limits assumed): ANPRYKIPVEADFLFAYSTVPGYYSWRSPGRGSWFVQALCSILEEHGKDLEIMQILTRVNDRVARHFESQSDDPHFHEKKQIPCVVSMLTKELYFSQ
# CRE-bla Fsk – CRE-bla signaling modulation under forskolin stimulation; CHO CRE-bla reporter (cAMP response element driving beta-lactamase), forskolin EC10, beta-lactamase ratio; Potency, µM (highest dose often 38.2 µM), for inactives: top-dose activity change, negative = inhibition, most hits filed as activators; hit rate 2.5% among 71,000; AID 662; active = well fitted activation curve with a large enough effect in the signal ratio, with a control signal flat, not every such curve was filed as active; inconclusive = small, poorly fitted or top-dose-only effect, or effect the other way, or a change in a side signal; the % refers to the signal ratio; note: potency is the fitted concentration of half-maximal effect; % of control where 0% means no effect
#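 Reporter-gene assay: CHO cells with beta-lactamase behind cAMP responsive elements, co-treated with compound and EC10 NKH 477 for 3 hours at 37 degrees Celsius. Activity came from the 460/530 nm CCF4 emission ratio.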
# USP2a inh – USP2a (human) protease inhibition. Potency, µM (doses to about 38.3 µM), for inactives: at the highest dose activity change, negative = inhibition, actives largely listed as inhibitors. USP2a enzymatic assay, qHTS inhibition. hit rate 0.1% among 60,000;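 note: potency is the fitted concentration of half-maximal effect; nearly all actives have a fitted effect of over 60% in size; plate controls were DMSO for no effect and NEM full inhibition control for full effect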
#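 Inhibition is measured in a cell-free coupled assay with 20 nM USP2 core, 20 nM Ub-PLA2 and 20 uM NBD C6-HPC, 2.5 h incubation. Activity normalized to NEM control.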
# BRCT PPI red – inhibitors of human BRCA1 BRCT-phosphoprotein interaction (red fluorophore). BRCT-phosphopeptide binding, red fluorescence polarization. AID 892. hit rate 0.03% among 75,000. Potency, µM (doses to about 76.9 µM), for inactives: top-dose activity change, negative = inhibition, actives largely listed as inhibitors. P38398; note: % is set by controls: 0 for no effect and ±100 for the full control effect
#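 Fluorescence polarization: 100 nM His-tagged BRCA1 BRCT with 100 nM TAMRA-labelled phospho-BACH1 decapeptide, phosphate buffer pH 7.3 with 150 mM NaCl, DTT, 0.01% Tween 20; 12 min RT. Binding inhibition seen as FP decrease.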
# A350 fluor – compound fluoresces in the Alexa 350 spectral region; hit rate 11% among 59,000; max dye-equivalent concentration, M; Compound autofluorescence, 340/450 nm, Alexa 350 dye-equivalents; hits give high values; in the data active = max dye-equivalent concentration above about 10 nM; inconclusive = mostly about 1.1 nM to 9.6 nM
# BRCT PPI green – inhibitors of human BRCA1 BRCT-phosphoprotein interaction (green fluorophore); BRCA1 BRCT-phosphopeptide binding, green fluorescence polarization; AID 875; P38398; hit rate 0.05% among 75,000; Potency, µM (highest dose often 76.9 µM), inactives show at the highest dose activity change, negative = inhibition, hits mostly inhibitors;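 note: potency is the fitted concentration of half-maximal effect; plate controls were peptide without protein for full effect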
#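 Fluorescence polarization: His-tagged BRCT (~35 kDa BRCA1 C-terminus, 250 nM) bound to 100 nM fluorescein-labeled phosphorylated 10-aa BACH1 peptide, pH 7.3 phosphate buffer with DTT and Tween 20. Compounds incubated 12 min at room temperature; inhibition read as lowered polarization.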
# ERK AVP block – blocks ERK signaling stimulated by vasopressin; HEK293-V1b, vasopressin-stimulated pERK AlphaScreen; Potency, µM (titrated, usually from 57.5 µM), inactives show at the top dose activity, negative = inhibition, usual class: inhibitors; hit rate 0.99% among 72,000; AID 995; note: potency is the fitted concentration of half-maximal effect; % is set by controls: 0 for no effect and ±100 for the full control effect; nearly all actives have a fitted effect of over 55% in size
#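 Phosphorylated ERK1/2 detected via AlphaScreen bead proximity in lysates of V1b-expressing HEK293 cells given 25 nM vasopressin for 5 min after 30 min compound exposure (37 °C). AC50 from Hill equation; basal DMSO 0%, vasopressin 100%.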
# Tau fil binding – binds recombinant human tau filaments. recombinant tau filaments, thioflavin S fluorescence, 15 h; filaments grown with octadecylsulfate alongside compound. Potency, µM (series often up to 57.1 µM), for inactives: top-dose activity change, negative = inhibition. hit rate 2% among 71,000. AID 596;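 note: potency is the fitted concentration of half-maximal effect; % is set by controls: 0 for no effect and ±100 for the full control effect; actives lower thioflavin S fluorescence by blocking filaments or displacing dye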
# Target sequence (P10636 whole entry, looked up): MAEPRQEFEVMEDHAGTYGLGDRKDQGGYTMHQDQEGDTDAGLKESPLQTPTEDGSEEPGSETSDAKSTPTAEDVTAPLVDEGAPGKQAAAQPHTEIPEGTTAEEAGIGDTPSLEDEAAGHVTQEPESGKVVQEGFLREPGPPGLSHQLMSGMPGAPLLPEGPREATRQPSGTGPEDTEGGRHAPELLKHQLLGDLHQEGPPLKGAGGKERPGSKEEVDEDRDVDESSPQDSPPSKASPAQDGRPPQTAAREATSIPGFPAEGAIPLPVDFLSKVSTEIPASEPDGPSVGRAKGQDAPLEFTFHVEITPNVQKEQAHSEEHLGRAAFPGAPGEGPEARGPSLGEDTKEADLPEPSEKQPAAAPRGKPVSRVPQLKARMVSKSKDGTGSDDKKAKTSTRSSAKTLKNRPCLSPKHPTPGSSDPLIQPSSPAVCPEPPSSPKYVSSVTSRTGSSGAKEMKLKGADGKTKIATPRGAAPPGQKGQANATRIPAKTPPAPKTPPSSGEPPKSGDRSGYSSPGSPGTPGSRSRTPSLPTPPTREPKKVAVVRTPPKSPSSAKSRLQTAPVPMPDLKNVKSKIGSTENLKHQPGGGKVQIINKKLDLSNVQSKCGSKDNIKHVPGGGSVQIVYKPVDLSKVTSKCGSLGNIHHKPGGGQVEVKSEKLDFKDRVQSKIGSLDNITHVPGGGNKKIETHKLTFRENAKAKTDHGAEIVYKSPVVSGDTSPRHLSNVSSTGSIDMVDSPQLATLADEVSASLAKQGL
#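 His-tagged recombinant human tau (exons 2, 3, 10; 1 uM final) fibrillized with 30 uM sodium octadecylsulfate, 15 h at 37 C, in pH 7.4 HEPES buffer with 10 uM thioflavine S and 5 mM DTT. Reduced ThS fluorescence (450/510 nm) marks activity.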
# Numbers without * were called inactive; i = inactive; ? = inconclusive; nt = no result given; [ ] = remark or other dose. Unless noted, calls come from the whole dose curve; as a rule, active = well fitted curve in the direction sought with a large enough effect; inconclusive = small, poorly fitted or top-dose-only effect, or another doubt; inactive = no such curve, though single readings can be large; an effect the other way counts as inactive or inconclusive. Hits appear at their usual frequency. About 16% of those tested had a hit in this group.
Structure,HEK293 cAMP cs,FLuc inh,Casp1 inh,Caspase-7 inhib,CRE-bla Fsk,USP2a inh,BRCT PPI red,A350 fluor,BRCT PPI green,ERK AVP block,Tau fil binding
Cc1ccc2c(CN3CCN(Cc4ccc5c(c4)OCO5)CC3)cc(=O)oc2c1C,?,2%,0%,-2%,2%,36%[activator],-0.4%,i,-1.6%,3%,24%
COc1ccc(-c2nn3c(-c4ccncc4)nnc3s2)cc1OC,-2%,2%,-2%,-1%,13%,-6%,1.5%,1.7e-08M*,-2.4%,-21%,4%
CCOC(=O)CSc1nnc(CNC(=O)c2cccs2)n1-c1ccccc1,4%,4%,-1%,-1%,?,0%,0.2%,i,-0.9%,-2%,-1%
Cc1cc(C)c2oc(=O)cc(CN3CCN(Cc4ccc5c(c4)OCO5)CC3)c2c1,9%,2%,-3%,-1%,-7%,31%[activator],-1.3%,i,-2.8%,-11%,-8%
CCCCCNc1c(C(=O)OCC)c(=O)[nH]c2ccccc12,23%,0%,2%,1%,-17%,8%,-2.0%,?,1.3%,-28%,0%
CCN(CC)CCCNC(=O)C1CCN(C(=O)c2cc3sccc3n2Cc2ccc(F)cc2)CC1,5%,2%,0%,-1%,-6%,8%,0.2%,i,-0.3%,5%,14%
N#Cc1cccc(NC(=O)CSc2ccccc2)c1,3%,-1%,-1%,0%,-7%,1%,-3.1%,i,-2.0%,?,0%
CNC(=O)[C@@H]1C[C@H]1[C@@H](NC(=O)OCc1ccccc1)c1ccccc1,-3%,nt,1%,-2%,-7%,nt,0.2%,nt,-0.1%,-3%,-3%
COc1cc2cc(C(c3nnnn3C3CCCC3)N(C)C3CCCCC3)c(=O)[nH]c2cc1OC (stereo unspecified),?,0%,-9%,-2%,13µM*,18%,-0.9%,6.6e-08M*,-2.1%,-3%,16%
COc1ccc(Cl)c(N2CCN(CCCNC(=O)Nc3ccc(C)cc3)CC2)c1,3%,1%,-1%,-1%,-17%,33%[activator],-0.9%,i,0.1%,-13%,16µM*
O=C1CC(N2CCC(c3nc4ccccc4o3)CC2)C(=O)N1Cc1cccs1 (stereo unspecified),6%,1%,-1%,0%,-3%,17%,-0.2%,i,-0.6%,-2%,-9%
COc1ccccc1NC(=O)Cn1cnc2sc(C(=O)NCc3ccco3)c(C)c2c1=O,4%,0%,-3%,1%,-1%,32%[activator],-0.6%,i,4.4%,-11%,-5%
O=C(NCCCN1CCCC1=O)c1cccnc1,?,2%,1%,-2%,-2%,-9%,-0.4%,i,-0.6%,36%,7%
O=C(O)CSc1nnc(Cc2ccccc2)n1Cc1ccccc1,13%,4%,-1%,1%,-2%,nt,1.7%,i,-1.2%,-1%,-12%
CCc1cccc(CC)c1N(COC)C(=O)Cn1c(C(C)O)nc2ccccc21 (stereo unspecified),28%,2%,2%,8%,6%,-8%,-4.7%,?,1.7%,6%,3%
COc1ccc(C(=O)Nc2ccc(Cl)c(Cl)c2)c(OC)n1,?,?,4%,1%,-12%,6%,-1.5%,i,-0.4%,25%,6%
CC1Cc2ccccc2N1S(=O)(=O)c1cccc(C(=O)c2nccn2C)c1 (stereo unspecified),?,4%,-7%,-5%,9%,-2%,1.7%,i,-2.5%,-12%,-3%
Cc1cc(N2CCC(C(=O)Nc3ccc(F)cc3)CC2)nc(-c2ccccc2)n1,24%,2%,-1%,4%,?,22%,-1.2%,i,0.0%,5%,105%
COCCCNC(=O)c1ccccc1SC,0%,-1%,0%,0%,-11%,2%,1.8%,i,-1.1%,-15%,-12%
Cc1ccc(NC(=O)c2cc(S(=O)(=O)N3CCC4(CC3)OCCO4)ccc2F)cc1,17%,0%,1%,-1%,-7%,24%,0.0%,i,-3.1%,4%,3%
Cn1c(=O)cc(OCCCC(=O)Nc2cccnc2)c2ccccc21,?,0%,1%,-1%,?,4%,-0.6%,i,-1.4%,10%,-2%
CCOC(=O)C1CCN(C(c2cccs2)c2sc3nc(C)nn3c2O)CC1 (stereo unspecified),14%,-1%,-4%,-2%,6.3µM*,nt,0.9%,nt,1.3%,nt,-4%
Cc1ccc(N2CC(C(=O)N3CCc4ccccc4C3)CC2=O)cc1 (stereo unspecified),6%,2%,-1%,0%,-5%,10%,-1.9%,i,0.4%,?,4%
Cc1c(C#N)c2ncn(CCCN(C)C)c(=O)c2n1-c1ccccc1,8%,1%,-1%,0%,27%,0%,-0.3%,i,-1.9%,9%,-6%
Cc1nnc(SCc2cccs2)[nH]c1=O,11%,0%,0%,2%,-6%,-6%,-0.3%,?,-1.7%,-3%,0%
COc1cc(OC)cc(-c2nnc(Nc3nc4c(F)cccc4s3)o2)c1,1%,0%,-1%,-1%,9%,?,-0.1%,7.2e-08M*,-1.4%,3%,5%
CCOC(=O)N1CCC(NC(=O)CCC(=O)N2CC(C)Oc3ccc(Cl)cc32)CC1 (stereo unspecified),7%,-2%,-1%,-1%,-10%,14%,-0.6%,i,0.4%,12%,0%
CCCC1c2c(ccc3ccccc23)Oc2ccc3ccccc3c21,7%[11.4 µM],5%[11.4 µM],1%[11.5 µM],0%[11.5 µM],13%[7.6 µM],nt,-0.2%[15.4 µM],i,-1.2%[15.4 µM],2%[11.5 µM],-5%[11.4 µM]
Cn1c(COc2ccccc2)nnc1SCC(=O)Nc1ccc(N2CCOCC2)c(Cl)c1,-3%,-2%,-1%,1%,?,6%,1.6%,i,0.0%,-21%,-3%
CC1CCCCN1c1nc(-c2ccncc2)nc2ccccc12 (stereo unspecified),25µM*,1%,-1%,-2%,7.9µM*,10µM*,-3.4%,i,1.6%,32µM*,20%

# (next part)
Structure,HEK293 cAMP cs,FLuc inh,Casp1 inh,Caspase-7 inhib,CRE-bla Fsk,USP2a inh,BRCT PPI red,A350 fluor,BRCT PPI green,ERK AVP block,Tau fil binding
Cc1cc(N2CCN(C)CC2)nc2ccc(NC(=O)c3ccc(Br)o3)cc12,6%,-11%,-4%,-1%,26%,27%,-0.5%,?,0.4%,-29%,118%
CC1(C)CC(NC(=O)CC2CCCCC2)CC(C)(C)N1,-1%,2%,0%,1%,?,-2%,-1.5%,i,-2.1%,-5%,-5%
Nc1cc(S(=O)(=O)O)cc2ccc(S(=O)(=O)O)cc12,17%[11.4 µM],0%[11.4 µM],-1%[11.5 µM],-2%[11.5 µM],9%[7.6 µM],nt,-0.5%[15.4 µM],?,-1.1%[15.4 µM],-1%[11.5 µM],4%[11.4 µM]
CCOCC(=O)Nc1c(C(=O)Nc2ccc(OC)cc2OC)oc2ccccc12,24%,-4%,1%,0%,9%,4%,-0.1%,3.1e-07M*,-5.1%,45%[activator],-5%
Cc1ccc(-n2c(SCC(=O)NCc3cccs3)nnc2-c2ccoc2C)cc1,?,-1%,-3%,1%,-8%,-6%,-3.7%,i,-2.0%,2%,-6%
COCCNC(=O)CN(c1cccc(OC)c1)S(=O)(=O)c1ccc(C)cc1,4%,1%,-4%,0%,1%,4%,0.2%,nt,-0.9%,5%,6%
O=C(CN(Cc1ccco1)S(=O)(=O)c1cccs1)Nc1ccccc1C(F)(F)F,?,2%,1%,-1%,-13%,-4%,0.7%,i,-1.3%,3%,-3%
COC(=O)Cn1cnc2c(nnn2Cc2ccc(Cl)cc2)c1=O,6%,3%,1%,1%,10%,-6%,-0.9%,1.1e-08M*,2.3%,18%,-6%
CCCCN1c2cc(C)c(O)cc2C(C(=O)OCC)C1C (stereo unspecified),2%,8%,0%,-2%,2%,6%,0.2%,i,-0.6%,-2%,23%
COc1ccc(C2=NCC(CSc3nnnn3C)S2)cc1 (stereo unspecified),4%,-2%,0%,0%,-1%,7%,-2.3%,i,-2.4%,10%,-2%
C=CCn1c(SCC(=O)Nc2ccc3c(c2)OCCO3)nnc1-c1ccccn1,15%,-10%,-1%,0%,6%,10%,-0.2%,i,0.5%,-14%,7%
CCSc1ccccc1C(=O)NCc1ccc(S(N)(=O)=O)cc1,26%,0%,0%,-1%,8%,-3%,-1.1%,i,-0.4%,-17%,-2%
O=C(O)CCCC(=O)Nc1ccccc1C(=O)O,20%,4%,-1%,0%,2%,-2%,1.3%,?,-1.4%,-14%,2%
Cc1cc(C(=O)Nc2ccccc2C(F)(F)F)no1,2%,-2%,0%,0%,-2%,6%,0.6%,i,-0.4%,-3%,3%
CCOC(=O)C1=C(C)Nc2nc(SCc3cccnc3)nn2C1c1ccc(OC)cc1 (stereo unspecified),0%,0%,-2%,-1%,?,nt,-0.3%,nt,0.3%,nt,411%
